XIAP displacement: small molecules displacing peptide from XIAP – biochemical, IAP family, fluorescence polarization (AID 1018); XIAP BIR domain, fluorescence polarization peptide displacement; higher % means a stronger effect; displacement, % at 20 µM; hits with a dose series show IC50 in µM; hit rate 0.007% among 200,000; in the data active = displacement above about 50%; also: a part of the inactive calls stands beside numbers as strong as those of hits
HIV fusion peptide: inhibitors of HIV fusion peptide binding, primary screen, biochemical, uHTS, fluorescence dequenching (AID 1986) | hit rate 0.3% among 290,000 | cell-free peptide binding, fluorescence dequenching, 30 min; higher % means a stronger effect | inhibition, % at 20 µM; hits with a dose series show IC50 in µM; in the data active = inhibition mostly above about 52%, no sharp cut-off; inactive = mostly below about 76%; also: some results filed as inactive read as strong as hits
AID2073: disruptors of CaV2.2 binding to Mint1 – biochemical, HTRF (AID 2073); HTRF protein-protein interaction, Mint1-CaV2.2; higher % means a stronger effect; hit rate 0.19% among 290,000; inhibition, % at 20 µM; hits with a dose series show IC50 in µM; in the data active = inhibition mostly above about 51%, no sharp cut-off; inconclusive = no clear call, values can overlap the other calls; inactive = mostly below about 53%; also: some results filed as inactive read as strong as hits
RSV CPE inhibition: RSV antiviral activity via CPE protection, HEp-2 cells, primary 10 µM value included (AID 2391). HEp-2 cells, RSV-induced CPE inhibition; higher % means a stronger effect. CPE inhibition, % at 10 µM, or IC50 in µM where a hit was titrated. hit rate 0.13% among 310,000; in the data active = a potency from the dose series; inconclusive = CPE inhibition mostly from about 23% at the one dose, without a potency; inactive = the rest, 99 in 100 with CPE inhibition below about 21%; also: strong numbers were not always called active
LYP phosphatase: PTPN22 lymphoid phosphatase activity blockers – biochemical, fluorescence intensity, uHTS (AID 1779) | inhibition, % at 11.5 µM, or IC50 in µM where a hit was titrated | hit rate 0.054% among 290,000 | recombinant LYP phosphatase, fluorescence intensity; higher % means a stronger effect; in the data active = inhibition above about 50%;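 also: plate controls were vehicle with enzyme for no effect and no enzyme for full effect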
NS5 inhibitors: Dengue-2 NS5 methyltransferase inhibitors, primary screen, biochemical, confirmation dose response (AID 588689); hit rate 0.3% among 340,000; Dengue-2 NS5 methyltransferase capping enzyme assay, biochemical; higher % means a stronger effect; one-dose inhibition, % at 25 µM; IC50 in µM for titrated hits; in the data active = a potency from the dose series; inconclusive = inhibition above about 29% without an active follow-up result
SIAH1 antagonists: Siah-1 peptide-binding antagonists, primary screen, biochemical, fluorescence polarization, rhodamine-plectin, uHTS (AID 1817); displacement, % at 20 µM; hits with a dose series show IC50 in µM; hit rate 0.02% among 290,000; Siah-1 / rhodamine-plectin peptide fluorescence polarization; higher % means a stronger effect;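 active = displacement of at least 50% at 20 µM, with a fluorescence ratio check between 0.3 and a set limit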;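 also: plate controls were Siah plus tracer with DMSO for no effect and tracer alone without Siah for full effect; strong numbers were not always called active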
SV40 large T antigen: SV40 large T antigen inhibitors, biochemical (AID 1903); hit rate 0.39% among 310,000; SV40 large T antigen ATPase/helicase inhibition assay; higher % means a stronger effect; inhibition, % at 20 µM; hits with a dose series show IC50 in µM; in the data active = a potency from the dose series; inconclusive = inhibition mostly from about 32% at the one dose, without a potency; inactive = the rest, 99 in 100 with inhibition below about 32%; also: strong numbers were not always called active
Rac1 GTP hydrolysis: MgcRacGAP GTPase-activating activity inhibitors, confirmation, biochemical, ADP Hunter fluorescence; MgcRacGAP-stimulated Rac1 GTP hydrolysis, ADP Hunter fluorescence; higher % means a stronger effect; GST-tagged Rac1 F28L mutant substrate; inhibition, % at 30 µM; hits with a dose series show IC50 in µM; hit rate 0.6% among 340,000; AID 624330;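 active = first-screen hits whose inhibition reached a set limit at any dose in the follow-up dose series; inconclusive = inhibition above the set first-screen limit but never retested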;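 also: fluorescence reports GDP produced by GAP-driven GTP hydrolysis; strong numbers were not always called active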
NS5 inhibitors pilot replicate: recorded beside NS5 inhibitors, whose call it bears; inhibition, %; measured here: pilot screen replicate inhibition
Numbers without * were called inactive; ? = inconclusive; nt = no result given.

SMILES	XIAP displacement	HIV fusion peptide	AID2073	RSV CPE inhibition	LYP phosphatase	NS5 inhibitors	SIAH1 antagonists	SV40 large T antigen	Rac1 GTP hydrolysis	others
C/C(=N/NC(=O)C1CC1(c1ccccc1)c1ccccc1)c1cccs1 (configuration not stated)	0.8%	-1.7%	1%	9.4%	0%	-1%	15%	10%	5%
CCOC(=O)C(Cc1ccccc1)NC(C)=O (configuration not stated)	-3.1%	1.1%	3%	1.7%	-3%	-3%	-1%	-3%	0%
CSc1nc(N2CCN(C)CC2)c2c(c1C#N)CC(C)(C)OC2	nt	0.1%	-8%	0.1%	-4%	2%	11%	3%	6%
Cn1c(N)c(C(=O)COC(=O)CCc2c[nH]c3ccccc23)c(=O)n(C)c1=O	-4.1%	0.3%	5%	-0.1%	-9%	-3%	-3%	4%	13%
CC(=O)c1ccc(OCC(O)COc2ccc(C(C)=O)cc2)cc1	-5.0%	1.8%	-4%	1.7%	-9%	1%	-1%	1%	8%
Cc1ccc(OCCCCn2ccnc2C)c(C)c1	-6.1%	1.3%	0%	16%	-1%	-4%	2%	-1%	22%
O=C(CN1C(=O)C2CCCCC2C1=O)Nc1nc(-c2ccc(F)cc2)cs1 (configuration not stated)	nt	nt	nt	1.2%	nt	0%	nt	12%	-2%
COc1ccc2cc(C(=O)NCc3ccco3)c(=Nc3ccc(C(=O)O)cc3)oc2c1	1.7%	18%	-8%	7.0%	4%	-3%	2%	-22%	5%
COc1ccccc1NC(=O)CSc1nnc(C2CCCCC2)n1N	nt	-1.3%	5%	2.5%	-2%	-3%	1%	13%	14%
O=C(Nc1cccc(Cl)c1)C1C2C=CC3(O2)C1C(=O)N(CCN1CCCCC1)C3C(=O)NC1CCCCC1 (configuration not stated)	nt	1.0%	12%	1.8%	-6%	-9%	-1%	8%	4%

Continued, overlapping the part above by five compounds.
SMILES	XIAP displacement	HIV fusion peptide	AID2073	RSV CPE inhibition	LYP phosphatase	NS5 inhibitors	SIAH1 antagonists	SV40 large T antigen	Rac1 GTP hydrolysis	others
Cc1ccc(OCCCCn2ccnc2C)c(C)c1	-6.1%	1.3%	0%	16%	-1%	-4%	2%	-1%	22%
O=C(CN1C(=O)C2CCCCC2C1=O)Nc1nc(-c2ccc(F)cc2)cs1 (configuration not stated)	nt	nt	nt	1.2%	nt	0%	nt	12%	-2%
COc1ccc2cc(C(=O)NCc3ccco3)c(=Nc3ccc(C(=O)O)cc3)oc2c1	1.7%	18%	-8%	7.0%	4%	-3%	2%	-22%	5%
COc1ccccc1NC(=O)CSc1nnc(C2CCCCC2)n1N	nt	-1.3%	5%	2.5%	-2%	-3%	1%	13%	14%
O=C(Nc1cccc(Cl)c1)C1C2C=CC3(O2)C1C(=O)N(CCN1CCCCC1)C3C(=O)NC1CCCCC1 (configuration not stated)	nt	1.0%	12%	1.8%	-6%	-9%	-1%	8%	4%
CCOc1ncccc1C(=O)Nc1cccc(-c2nnc3n2CCCCC3)c1	-1.5%	-1.6%	-1%	2.8%	-9%	-2%	6%	7%	9%
CC1CN(Cc2nc3c(c(=O)[nH]c(=O)n3C)n2CCCc2ccccc2)CC(C)O1 (configuration not stated)	-0.4%	1.6%	5%	0.1%	-1%	-5%	6%	20%	1%
Nc1ncnc2c1cnn2-c1ccccc1	2.0%	-0.9%	2%	?	-7%	-7%	3%	11%	1%
CN(c1ccc(C(=O)NCc2ccco2)cc1)S(C)(=O)=O	-0.6%	0.9%	5%	0.5%	-1%	2%	-1%	-10%	0%
CCN(c1ccc(OC)cc1)S(=O)(=O)c1nnc(NC(=O)CC(C)C)s1	nt	-0.4%	0%	15%	-4%	3%	0%	12%	5%
Cc1cccc(C(=O)Nc2ccc(NC(=O)Cc3ccc(Cl)cc3)cc2)c1	-3.4%	0.1%	15%	2.1%	0%	-5%	16%	0%	3%
CCc1ccccc1NCc1cc(=O)oc2cc(C)ccc12	nt	-0.1%	5%	-0.6%	-4%	-2%	-1%	-5%	3%
CC(=O)c1c(C)[nH]c(C(=O)N2CC(C)CC(C)C2)c1C (configuration not stated)	nt	0.7%	-3%	-0.1%	-5%	-5%	5%	15%	6%
COC(=O)c1ccc(COC(=O)Cc2n[nH]c(=O)c3ccccc23)cc1	-6.6%	-0.1%	4%	5.2%	-5%	6%	2%	5%	7%
CC(NC(=O)c1ccc(CS(=O)(=O)c2ccc(Cl)cc2)o1)c1ccc2c(c1)OCCO2 (configuration not stated)	-12%	-2.0%	12%	-1.5%	-7%	-3%	-1%	3%	-1%
CC1=NN(c2nc(-c3ccccc3)cs2)C(=O)C1	-2.0%	48%	6%	2.6%	-5%	41%	3%	49%	9%
Cc1c(C(=O)NCc2ccccn2)sc2nc(-c3ccc(F)cc3)cn12	-3.9%	2.0%	0%	4.1%	-2%	-4%	5%	-5%	11%	NS5 inhibitors pilot replicate=-4.3
O=C(CCc1ccccc1)NNC(=S)Nc1ccc(F)cc1	-2.2%	-2.2%	-26%	1.6%	2%	-10%	7%	3%	9%
CC1=C(C(=O)OCC2CCCCC2)C(c2cccc(O)c2)NC(=O)N1 (configuration not stated)	nt	1.1%	5%	15%	-7%	-1%	1%	2%	5%
O=C(c1ccccc1)c1ccc2nc(-c3ccco3)c(-c3ccco3)nc2c1	-2.1%	56%	76%*	2.7%	2%	51%	52%	?	26%
CCCCOc1ccc(C(=O)Nc2ccncc2)cc1	-2.8%	-1.0%	3%	4.0%	0%	-5%	-1%	16%	12%
CCc1ccccc1NC(=O)CN(C)C(=O)Cn1cc(C(F)(F)F)cc(Cl)c1=O	-7.2%	0.5%	2%	-0.5%	-13%	-5%	0%	-1%	-24%
Cc1cccc(C)c1NC(=O)COc1cccc(/C=N/NC(=O)C(=O)NCc2ccccc2)c1	-0.2%	-1.3%	16%	2.3%	-4%	-7%	1%	14%	11%
CC(=O)Nc1ccc(NC(=O)CSc2nnc(NC(=O)Cc3ccc(F)cc3)s2)cc1	nt	0.8%	11%	2.3%	-6%	-3%	-4%	6%	6%
S=C(NCCc1ccccn1)Nc1cccc(Cl)c1	-0.8%	-2.5%	21%	2.0%	-2%	-3%	-1%	88%	2%
CCN(CC)S(=O)(=O)c1cccc(C(=O)N/N=C2\CC(=O)CC(C)(C)C2)c1	-5.1%	3.5%	31%	-0.2%	2%	-82%	12%	18%	2%
Cc1cc(=O)oc2cc(OCC(=O)N3CCOCC3)ccc12	-3.9%	2.1%	14%	nt	-7%	0%	9%	4%	4%
Cc1cc(C)n(C(=O)c2ccc(C)c(S(=O)(=O)N3CCCCC3)c2)n1	-4.1%	1.0%	-6%	0.5%	-8%	-3%	-1%	0%	5%
COc1ccc(-c2csc(NC(=O)c3cccc(N4C(=O)CCC4=O)c3)n2)cc1C	nt	-0.5%	11%	0.3%	-9%	1%	0%	1%	4%
CCOc1ccccc1CNC(=O)CCN1C(=O)COc2ccccc21	-4.3%	-2.5%	-9%	0.1%	-7%	-3%	3%	3%	4%
O=C1CC(N2CCC(O)(c3ccc(Cl)cc3)CC2)C(=O)N1Cc1ccc(N2CCCC2=O)cc1 (configuration not stated)	-20%	0.3%	-7%	3.9%	-3%	0%	7%	6%	0%
CN1CCN(CCCCOc2ccccc2C=O)CC1	-13%	0.9%	6%	-4.2%	-3%	-4%	7%	8%	?
COC(=O)c1cccc(CSc2nnc(-c3ccco3)n2-c2ccccc2)c1	3.7%	0.1%	-9%	2.8%	-3%	-4%	0%	6%	10%
COc1cc2c(cc1OC)C1C/C(=N\O)C(CC(C)C)CN1CC2 (configuration not stated)	-2.9%	-2.5%	-2%	1.6%	-8%	-3%	1%	3%	13%
O=C(c1ccc(Cn2c(=S)[nH]c3ccc(N4CCOCC4)cc3c2=O)cc1)N1CCN(c2ccc(F)cc2)CC1	-9.1%	-3.1%	40%	?	4%	-7%	9%	8%	-2%
CC(=O)NCCC(=O)Nc1sc2c(c1-c1nc3ccccc3[nH]1)CCCC2	-1.8%	0.7%	-2%	1.9%	-11%	5%	-5%	14%	11%
Cn1nc(C(C)(C)C)cc1NC(=O)Nc1ccc(F)cc1F	nt	-0.5%	8%	1.1%	-3%	-2%	-7%	10%	0%
Cn1c(=O)c2c(ncn2CC(=O)NC(C)(C)C)n(C)c1=O	-3.7%	-0.7%	-7%	0.1%	-9%	-3%	0%	7%	7%
N#CCC(=O)N1CC2(CC(c3cccc(NC(=O)COc4ccc(Cl)cc4)c3)=NO2)C[C@@H]1C(N)=O (some centres not stated)	nt	0.2%	20%	1.3%	-9%	-16%	9%	8%	6%
COc1ccc(C(=O)NNC(=O)CN2CCC(n3nnc4cc(F)ccc43)CC2)cc1	-4.7%	-0.6%	1%	2.2%	3%	-1%	5%	0%	-14%
CCOc1cccc2cc(C(=O)NCc3ccc(F)cc3)c(=N)oc12	nt	-1.2%	10%	3.2%	-4%	3%	-2%	23%	4%
CCOC(=O)C1=C(CC)Nc2ccccc2N=C1NC(=O)c1ccc(OC)c(S(=O)(=O)N2CCCCC2C)c1 (configuration not stated)	-2.3%	-0.4%	3%	0.9%	3%	-12%	2%	8%	1%
CCOC(=O)COc1ccc(S(=O)(=O)N2CCN(c3ccccc3)CC2)cc1	-3.3%	0.8%	-11%	0.8%	3%	2%	7%	10%	9%
O=C(NNC1=C(C(=O)C(F)(F)F)CCC1)c1ccc(Cl)cc1	-0.9%	3.7%	-7%	9.4%	-3%	1%	-1%	16%	3%
Cc1nn(-c2cc(C(F)(F)F)ccn2)c(=O)o1	nt	-1.3%	6%	3.3%	-4%	-4%	5%	7%	11%
COc1ccc(CCNCC2C(Oc3ccc(Cl)cc3)C(=O)N2c2ccccc2C)cc1OC (configuration not stated)	1.8%	-0.5%	2%	7.4%	-4%	-1%	1%	10%	11%
COc1ccc(NC(=O)Cn2nnc(-c3ccccc3NS(=O)(=O)c3ccccc3)n2)cc1	-3.7%	2.2%	5%	9.2%	12%	1%	-4%	10%	2%
CCOc1ccc(C2C(C#N)=C(N)N(N(C)C)C3=C2C(=O)CC(C)(C)C3)cc1 (configuration not stated)	nt	-1.3%	37%	0.1%	-12%	-3%	1%	3%	0%
Cc1ccc(C(=O)NC(=S)NNC(=O)c2ccccc2)cc1	nt	2.3%	-21%	1.3%	-4%	-4%	-7%	9%	6%
COCCSc1ncnc2c1oc1nc3c(cc12)COC(C)(C)C3	nt	-0.5%	-7%	3.2%	-1%	-3%	4%	12%	5%
COc1cccc(NC(=O)c2ccccc2-c2ccccc2)c1	-4.2%	-0.9%	2%	0.3%	1%	-11%	1%	-1%	1%
O=C(COC(=O)c1cccc(S(=O)(=O)N2CCc3ccccc32)c1)Nc1ncc(Cl)cc1Cl	-1.8%	3.6%	20%	5.2%	2%	-14%	16%	7%	6%
O=C(Nc1ccncc1)c1c(Cl)cccc1Cl	nt	-2.7%	8%	0.0%	-8%	-10%	-5%	6%	5%

High-throughput results (PubChem)
